# Growth percent in the NCI-60 one-dose screen (48 h, 10 µM unless noted): 100 = growth as untreated, 0 = no growth, -100 = all killed.
# NCI-H322M = NCI-H322M lung cancer | 2.7% of 80,000 active | AID 1794733
# NCI-H23 = NCI-H23 lung cancer. 4% of 80,000 active. AID 1794731
# OVCAR-4 = OVCAR-4 ovarian cancer cells; 3.7% of 80,000 active; AID 1794784
# NCI-H522 = NCI-H522 lung cancer; 8% of 78,000 active; AID 1794739
# NCI/ADR-RES = NCI/ADR-RES ovarian cells; AID 1794790; 4.4% of 81,000 active
# NCI-H226 = NCI-H226 lung cancer; 3.5% of 79,000 active
# SK-OV-3 = SK-OV-3 ovarian cancer cells. 3.2% of 80,000 active. AID 1794785
# IGROV1 = IGROV1 ovarian cancer; 4.7% of 79,000 active; AID 1794786
# NCI-H460 = NCI-H460 lung cancer. 6.8% of 82,000 active
# Active calls of the source: *; . = not tested or not shown. The calls were made as follows: active = growth percent below 10; inactive = the rest.
SMILES,NCI-H322M,NCI-H23,OVCAR-4,NCI-H522,NCI/ADR-RES,NCI-H226,SK-OV-3,IGROV1,NCI-H460
CC(=O)CC(C)C1CCC(C)CC1 (stereo unspecified),106,95,98,102,97,92,99,99,106
NC1=NC(c2ccccc2)CC(=O)N1 (stereo unspecified),113,106,113,127,118,104,111,142,102
Cc1cc(NC(=O)c2ccc(N)cc2)ccc1N=Nc1ccc2c(O)c(N=Nc3ccc4cc(S(=O)(=O)O)ccc4c3)c(S(=O)(=O)O)cc2c1,98,94,106,87,100,108,104,103,.
CC(=O)c1ccc(C(C)(C)C)cc1,104,96,94,100,.,98,101,97,106
CCOC(=O)C1=C(N)N(c2ccc(Cl)cc2)C2=C(C(=O)CC(C)(C)C2)C1c1ccccc1Cl (stereo unspecified),99,80,69,37,76,76,71,93,42
CN1CCN(Cc2ccc(NC(=O)c3cncc(C#Cc4cnc5ccc(N)nn45)c3)cc2C(F)(F)F)CC1,12,4.4*,46,13,90,17,45,-4.7*,15
CC(c1ccccc1)N1CSc2nc(-c3ccccc3)c(-c3ccccc3)n2C1 (stereo unspecified),109,95,89,102,114,102,125,92,106
O=S1(=O)c2ccccc2N(c2ccccc2)c2nc(COc3ccc(-c4nc5ccccc5s4)cc3)nn21,79,90,88,77,94,92,115,86,104
CC(=O)Nc1cccc(N)c1,98,113,100,.,111,95,109,110,105
CCCCCCCCOc1ccc(C(=O)c2ccccc2)c(O)c1,122,107,109,91,107,105,107,.,105
Cc1c2c(c(C)c3c1oc1cc(O)ccc13)C(=O)N(CCN1CCCCC1)C2=O,86,95,94,94,82,89,105,83,39
CC1=CCC(OC(=O)C(C)(O)CCC(O)(C(=O)OC2(C)C=CC(O)(C(C)C)CC2)C(C)C)(C(C)C)CC1 (stereo unspecified),99,108,109,94,108,106,105,101,111
C[N+]1(C)C2CC(OC(=O)[C@@H](CO)c3ccccc3)CC1C1OC12 (stereo partly specified),93,96,107,94,100,115,100,109,109
CN(Cc1ccccc1)C1=CC(=O)C(N(C)Cc2ccccc2)=CC1=O,108,106,94,85,95,107,115,120,101
C[n+]1ccc(CCc2c[nH]c3ccccc23)cc1,93,102,99,81,105,109,77,88,107
CCCCCC(=O)Oc1ccc(/C(=C(/C)Cc2ccc(OC)cc2)c2ccc(OCCCN(C)C)cc2)cc1,92,77,71,98,88,93,81,64,70
COc1ccc(-c2nc(N=Nc3c(O)[nH]c4ccccc34)nc(N3CCOCC3)c2C#N)cc1,77,82,60,72,60,38,67,88,47
CCOC(=O)c1ccc(NC(C#N)=C(C#N)C#N)cc1,96,99,119,78,108,102,99,99,105
CN1C(=O)N(C)C2(c3ccccc3)N(CC(=O)N3CCOCC3)C(=O)NC12c1ccccc1 (stereo unspecified),99,104,104,89,100,96,101,103,102
C=CC(=O)OC1CCC(C(C)(C)CC)CC1 (stereo unspecified),110,108,105,100,105,106,111,117,105
O=C(O)c1c2cc(Br)ccc2nc2[nH]c(=O)[nH]c(=O)c12,94,100,99,96,110,106,114,93,112
COc1ccc(-c2ccnc3c(-c4ccccc4)c(Nc4ccccc4)nn23)cc1,97,.,79,77,83,105,109,85,95
Brc1ccc2c(c1)C(c1c[nH]c3ccccc13)(c1c[nH]c3ccccc13)CCO2,84,70,74,27,80,80,69,77,93
N#CC(C#N)=C(N)c1n[nH]n2c1nc(=O)c1c3c(sc12)CCCC3,104,98,101,93,102,103,104,96,102
COC(c1ccccc1)(c1ccccc1)N(C)C,97,93,112,98,99,107,102,103,105
Cc1nc(Cl)nc(N)c1[N+](=O)[O-],105,104,104,96,107,104,103,115,104
N#Cc1nc(CC(=O)c2ccc(Cl)cc2Cl)c(CC(=O)c2ccc(Cl)cc2Cl)nc1C#N,94,91,97,106,99,82,107,97,99
CCCCCC/C=C\C(=O)OC,101,110,113,89,122,114,100,106,117
CC1(C)CC[C@]2(C(=O)Nc3ccccn3)CC[C@]3(C)C(=CC[C@@H]4[C@@]5(C)CCC(=O)C(C)(C)[C@@H]5CC[C@]43C)[C@@H]2C1,107,100,93,100,103,97,115,113,101
CN(C)CCC(=O)c1ccc2ccccc2c1,110,106,104,102,113,108,114,116,105
C1CN=C2CCCN2C1,111,89,113,96,86,98,103,.,106
Cc1cc(C)c(C#N)c(OCC#N)n1,101,100,107,96,101,97,103,104,116
O=[N+]([O-])c1cccc(N=Nc2ccc(O)cc2O)c1,96,74,62,-11*,89,.,101,84,92
CC(N)C(c1ccccc1)c1ccccc1 (stereo unspecified),107,105,99,102,99,102,98,100,108
Nc1cc([N+](=O)[O-])ccc1Nc1ccc(O)cc1,108,86,80,50,83,88,105,45,98
Cn1c(=O)c2c(nc(NCc3ccccc3)n2CC(O)CN2CCN(Cc3ccccc3)CC2)n(C)c1=O (stereo unspecified),109,107,108,112,101,95,113,114,111
c1ccc(OCC[P+](c2ccccc2)(c2ccccc2)c2ccccc2)cc1,59,8.0*,16,-9.7*,108,38,40,8.1*,17
O=C1NC(c2ccccc2)N=C2C(c3ccc(Cl)cc3)=NOC12 (stereo unspecified),105,105,108,87,106,101,102,108,108
CCOC(=O)c1ccc(NC(=O)CCCNCC(C)C)cc1,97,96,117,63,101,101,102,104,109
O=C(Nc1ccc2ncnc(NNc3nc4ccccc4s3)c2c1)c1ccccc1,79,72,83,62,98,98,89,52,50
O=C(Nc1ccc(-n2cc(-c3ccncc3)c(-c3ccc(O)c(Cl)c3)n2)cc1)Nc1ccc(Cl)c(C(F)(F)F)c1,27,16,42,9.4*,18,50,33,23,-1.8*
COc1cc(-c2nc(-c3nc4ncccc4[nH]3)cc3c2[nH]c2ccccc23)cc(OC)c1OC,88,99,81,65,94,87,106,89,101
COc1ccc(-c2[nH]ncc2C2NC(=O)c3sc4nc(C)cc(C)c4c3N2)cc1 (stereo unspecified),96,104,114,98,107,94,119,112,99
CCC(=O)OCCNC(=O)/C=C/c1ccc(OC)cc1,99,102,104,82,97,99,93,101,104
Cc1ccc2c(OCC(=O)N/N=C/c3ccc(N(C)C)cc3)cc(=O)[nH]c2c1,106,96,113,87,105,112,109,104,107
CC(=O)c1sc(Nc2nc(O)c(C3=c4cc(F)ccc4=NC3=O)s2)nc1C,91,97,90,85,101,96,121,92,99
COc1ccc(CNNC(=O)Cc2ccccc2)c(OC)c1OC,104,105,.,96,105,104,102,108,107
CS(=O)(=O)n1ccc2nc(Cl)nc(Cl)c21,104,100,106,84,108,101,104,93,104
N#C/C(=C\NC(=S)Nc1ccc(S(N)(=O)=O)cc1)C(=O)c1ccc2ccccc2c1,102,85,103,99,97,78,96,95,101
CC(=O)c1ccc(Cl)s1,116,107,118,93,109,112,105,110,107
C=CCn1c(C)nc2cc(Nc3nc(N)c4ccccc4n3)ccc21,92,97,99,85,102,90,98,97,109
O=C(COc1ccc(Cl)cc1)N1N=C(c2ccc(Cl)cc2)CC1(O)c1cc(F)c(Cl)cc1Cl (stereo unspecified),115,97,113,95,101,101,111,45,113
Cc1nc2ncc(C(=O)NNC(=O)c3ccccc3)c(=O)n2[nH]1,96,102,103,77,103,97,93,103,100
CC(=O)Oc1ccc(C(c2ccccc2)c2ccccc2C(=O)O)cc1 (stereo unspecified),101,98,104,93,105,103,100,104,110
CCCCCSc1oc(-c2ccc(F)cc2)nc1S(=O)(=O)c1ccc(C)cc1,90,77,84,87,81,92,91,89,92
Cc1ccc(S(=O)(=O)Oc2ccc(-c3ccc(OS(=O)(=O)c4ccc(C)cc4)cc3)cc2)cc1,118,86,92,82,95,75,94,92,88
c1ccc2sc(Cc3ccc4c(c3)OCO4)nc2c1,93,94,.,91,106,93,101,70,104
Clc1ccc(-c2oc(-c3ccc(Cl)cc3)c3c2CC=CC3)cc1,96,84,96,74,100,74,84,83,99
Cc1ccc(C)c(C(=O)c2ccccc2C(=O)O)c1,111,100,96,100,105,100,103,99,100
COc1ccc(OC(=O)OCc2ccccc2)cc1,97,103,108,81,101,.,96,101,107
# (further entries)
SMILES,NCI-H322M,NCI-H23,OVCAR-4,NCI-H522,NCI/ADR-RES,NCI-H226,SK-OV-3,IGROV1,NCI-H460
Cn1c(N)cc(=O)n(C)c1=S,106,110,119,105,109,114,111,107,113
Cc1nc(/N=C(N)/N=C(\N)c2ccccc2Cl)sc1C,96,94,101,84,86,94,90,74,81
COc1ccc(N2CCN(c3cc(Nc4nc(-c5cc(OC)c(OC)c(OC)c5)cs4)nc(C)n3)CC2)cc1,95,63,80,40,89,71,97,71,86
COc1ccc2cc([C@H](C)C(=O)OC3CC(C)(C)N([O])C(C)(C)C3)ccc2c1,100,95,100,92,95,103,112,102,111
COc1ccc2c(c1)CC/C(=C\c1ccccn1)C2=O,94,95,97,55,102,111,104,91,101
CC(=O)[C@@H]1CC[C@]2(C(N)=O)CC[C@]3(C)[C@H](CC[C@@H]4[C@@]5(C)CCC(=O)C(C)(C)[C@@H]5CC[C@]43C)[C@@H]12,99,95,89,87,99,102,91,107,101
C#C[C@H]1CCCCCC1O (stereo partly specified),104,96,120,95,101,97,110,107,106
Cn1c(/C=C(\C#N)c2ccccc2)nc2c(N3CCOCC3)nc(Cl)nc21,66,18,-58*,-58*,3.2*,.,.,-62*,18
CC(=O)Nc1cscc1NC(C)=O,80,103,100,91,99,97,103,99,101
O=[P@@]1(c2ccccc2)O[C@H](COCc2ccccc2)[C@@H](OCc2ccccc2)[C@H](OCc2ccccc2)[C@H]1O,87,64,.,42,73,59,39,78,75
CCOC(=O)C(=Cc1ccccc1)C(=O)OCC,101,96,98,70,96,108,106,105,104
CC1(C)O[C@@H]2[C@H]([C@H](O)CO)OC(=C(c3ccccc3)c3ccccc3)[C@@H]2O1,113,93,127,86,93,265,114,121,118
COc1nccc2c(Nc3ccc(S(=O)(=O)Nc4cnc5ccccc5n4)cc3)nc(N)nc12,117,87,96,90,95,77,103,86,97
N#Cc1ncc(-c2ccc(F)cc2)c(NC2CCCCCC2)n1,93,85,81,68,93,80,98,87,102
Cc1ccc(C(=O)NCc2ccccc2)cc1,113,100,104,66,102,120,98,117,105
O=C/C=C/c1ccc([N+](=O)[O-])cc1Cl,89,94,114,90,101,108,104,82,112
COc1ccc(NC(=O)CSc2nnc(-c3cc(-c4ccccc4)nc4ccccc34)n2-c2ccccc2)cc1,95,92,90,80,92,89,102,92,102
NC(=N\N=C/Cc1ccccc1)/C(N)=N\N=C\Cc1ccccc1,117,104,100,.,103,104,113,119,112
O=P(O)(O)Cc1c(Cl)c(Cl)c(CP(=O)(O)O)c(Cl)c1Cl,103,103,117,103,103,103,102,112,111
CCc1nnc(Nc2ccc(C)cc2)o1,101,100,92,.,99,99,.,108,106
CN(N=O)C(=O)N[C@@H]1[C@@H](O)[C@H](O)[C@@H](CO)O[C@@H]1O,110,108,117,105,105,99,113,114,110
Cc1cnc2nc(-c3ccc(N(C)C)cc3)cn2c1,110,93,118,.,86,102,119,-15*,114
Fc1ccc(F)c(-c2cnc3nonc3n2)c1,99,99,98,82,114,106,104,113,111
CC(=O)Nc1ccc2c(c1)C[N+](C)(C1CCCCC1)CO2 (stereo unspecified),102,104,.,85,107,97,113,109,116
Nc1ccccc1SC(CC(=O)c1ccccc1)c1c(Cl)cccc1Cl (stereo unspecified),92,76,66,.,69,97,73,63,85
CN1CCN(Cn2nc(-c3cc(Cl)cc(Cl)c3Cl)n(/N=C/c3ccc(Cl)cc3)c2=S)CC1,68,92,94,91,97,104,101,108,106
Cc1ccc(Nc2ccc([N+](=O)[O-])cc2)cc1,94,101,94,71,88,100,94,63,96
Nc1ccc(SSc2ccc(N)cc2)cc1,92,90,.,84,98,103,114,108,100
Nc1sc2c(c1-c1nnc(-c3ccc(Cl)cc3)o1)CCCC2,94,84,95,73,86,77,84,79,101
N=C(N)c1ccc(-c2cc(Cl)cc(Cl)c2)cn1,94,98,97,90,94,82,.,89,97

# For reference, 11 of the compounds above:
SMILES,NCI-H322M,NCI-H23,OVCAR-4,NCI-H522,NCI/ADR-RES,NCI-H226,SK-OV-3,IGROV1,NCI-H460
CCOC(=O)C(=Cc1ccccc1)C(=O)OCC,101,96,98,70,96,108,106,105,104
CC1(C)O[C@@H]2[C@H]([C@H](O)CO)OC(=C(c3ccccc3)c3ccccc3)[C@@H]2O1,113,93,127,86,93,265,114,121,118
COc1nccc2c(Nc3ccc(S(=O)(=O)Nc4cnc5ccccc5n4)cc3)nc(N)nc12,117,87,96,90,95,77,103,86,97
N#Cc1ncc(-c2ccc(F)cc2)c(NC2CCCCCC2)n1,93,85,81,68,93,80,98,87,102
Cc1ccc(C(=O)NCc2ccccc2)cc1,113,100,104,66,102,120,98,117,105
O=C/C=C/c1ccc([N+](=O)[O-])cc1Cl,89,94,114,90,101,108,104,82,112
COc1ccc(NC(=O)CSc2nnc(-c3cc(-c4ccccc4)nc4ccccc34)n2-c2ccccc2)cc1,95,92,90,80,92,89,102,92,102
NC(=N\N=C/Cc1ccccc1)/C(N)=N\N=C\Cc1ccccc1,117,104,100,.,103,104,113,119,112
O=P(O)(O)Cc1c(Cl)c(Cl)c(CP(=O)(O)O)c(Cl)c1Cl,103,103,117,103,103,103,102,112,111
CCc1nnc(Nc2ccc(C)cc2)o1,101,100,92,.,99,99,.,108,106
CN(N=O)C(=O)N[C@@H]1[C@@H](O)[C@H](O)[C@@H](CO)O[C@@H]1O,110,108,117,105,105,99,113,114,110
